Screens: PubChem, several laboratories
Jurkat tox 60K: cytotoxic compounds reducing Jurkat cell viability. Jurkat E6.1 viability, ATP luminescence, 48 h. inhibition, % at 4 µM. 1.2% of 56,000 active. AID 463;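 active means inhibition above the mean inhibition of all tested compounds plus 3 SD, cut at about 28% in these data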
HEK293 NFkB inh: inhibitors of the PMA/ionomycin-induced NF-kB reporter in HEK293 cells; HEK-293 NF-kB luciferase reporter, luminescence; inhibition, % at 3 µM; 0.21% of 62,000 active;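 active means inhibition above the mean of all tested compounds plus 3 SD, cut at about 40% in these data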;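 further: 0% = stimulated DMSO wells and 100% = 10 µM reference inhibitor 5653914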
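Signal: luciferase luminescence; Material: HEK-293 cells with stable firefly luciferase reporter driven by four HIV NF-kB elements; Probe or stimulus: PMA with ionomycin; Replication: tested once; Times: 1 h compound pretreatment, then 16 h stimulation at 37 °C, 5% CO2; Benchmarks: DMSO and 10 µM reference inhibitor; Evaluation: per-plate % inhibition versus controls.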
PKA inh: PKA (human) kinase inhibition. PKA Kemptide phosphorylation, Kinase-Glo ATP luminescence. P17612. inhibition, % at 6 µM. 0.1% of 65,000 active;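 active means inhibition above the screen-wide mean inhibition plus 3 SD, cut at about 21% in these data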; further: many of its hits are not listed in these tables
TNAP act mid DEA: human TNAP activation, intermediate phosphate acceptor; purified TNAP, CDP-star luminescence, 100 mM DEA, 30 min; active compounds read high; scale: 0 levamisole-inhibited, 1 vehicle-only enzyme; 64,000 tested, under 10 active; activation factor at 20 µM; AID 813; P05186;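 active means activation factor of at least 2 at 20 µM, relative to controls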
MMP-13 inhibitor: blocks human MMP13 activity. P45452. MMP-13 fTHP FRET cleavage, Mca fluorescence. inhibition, % at 4 µM. 0.07% of 65,000 active;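 active means inhibition above the mean of compound-free control plate wells plus 3 SD, cut at about 14% in these data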;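 further: 0% = DMSO wells and 100% = wells with reference MMP-13 inhibitor after basal subtraction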
Cdc25B inh: inhibitors of human Cdc25B phosphatase; recombinant Cdc25B, OMFP fluorescence Ex485/Em525; inhibition, %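 (compounds tested at 10 µM final in the well)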; 0.1% of 65,000 active; AID 368; in the data active means inhibition above about 50%
Target sequence (P30305 whole entry, looked up): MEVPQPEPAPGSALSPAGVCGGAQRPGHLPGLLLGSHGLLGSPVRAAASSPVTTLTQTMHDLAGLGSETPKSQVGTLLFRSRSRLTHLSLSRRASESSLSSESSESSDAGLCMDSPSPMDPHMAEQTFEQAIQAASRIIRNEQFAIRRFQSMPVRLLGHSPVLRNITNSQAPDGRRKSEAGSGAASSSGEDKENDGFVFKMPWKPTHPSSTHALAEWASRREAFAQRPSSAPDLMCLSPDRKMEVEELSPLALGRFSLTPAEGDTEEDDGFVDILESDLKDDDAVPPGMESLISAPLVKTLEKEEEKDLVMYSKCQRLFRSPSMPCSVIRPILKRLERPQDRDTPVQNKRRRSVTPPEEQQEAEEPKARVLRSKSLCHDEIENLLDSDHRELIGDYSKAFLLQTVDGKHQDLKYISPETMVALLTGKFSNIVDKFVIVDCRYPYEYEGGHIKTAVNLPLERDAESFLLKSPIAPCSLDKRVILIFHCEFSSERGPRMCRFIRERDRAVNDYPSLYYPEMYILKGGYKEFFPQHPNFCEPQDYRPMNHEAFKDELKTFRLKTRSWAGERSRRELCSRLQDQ
DUSP1 inh: human dual specificity phosphatase 1 inhibition | recombinant MKP-1, OMFP hydrolysis fluorescence | inhibition, %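 (compounds tested at a single concentration somewhere between 10 and 100 µM)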 | 0.15% of 65,000 active | AID 374;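 active means inhibition above about 50%, limit read from the data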;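 further: 0% = DMSO max control wells and 100% = wells with enzyme stopped by NaOH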
Target sequence (P28562 whole entry, looked up): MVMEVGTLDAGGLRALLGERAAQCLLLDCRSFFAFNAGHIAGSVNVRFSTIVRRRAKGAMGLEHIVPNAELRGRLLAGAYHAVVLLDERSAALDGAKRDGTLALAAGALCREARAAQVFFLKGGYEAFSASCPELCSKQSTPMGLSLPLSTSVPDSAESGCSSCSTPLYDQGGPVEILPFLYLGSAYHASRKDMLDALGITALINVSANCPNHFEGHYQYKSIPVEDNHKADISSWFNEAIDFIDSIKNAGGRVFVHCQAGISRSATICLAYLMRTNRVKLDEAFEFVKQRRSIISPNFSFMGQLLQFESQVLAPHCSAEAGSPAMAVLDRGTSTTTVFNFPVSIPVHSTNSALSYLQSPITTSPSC
ROCK2 inh: blocks human Rho kinase 2 activity; purified ROCK2, Kinase-Glo ATP depletion luminescence; O75116; 0.35% of 60,000 active; inhibition, % at 6 µM; AID 604;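 active means inhibition above the screen-wide mean inhibition plus 3 SD, cut at about 18% in these data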;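 further: plate controls were DMSO wells for no effect and Y-27632 control wells after no-enzyme background subtraction for full effect; many of its hits are not listed in these tables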
JNK3 inh: blocks human JNK3 kinase activity | P53779 | purified JNK3 kinase activity, HTS | inhibition, % at 8 µM | 0.61% of 60,000 active | AID 746; in the data active means inhibition above about 17%;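 further: 0% = DMSO and 100% = reference inhibitor; many of its hits are not listed in these tables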
Starred values were filed as active, the others as inactive; nt = no result given; [ ] = remark or other dose.

1. CC1CC2(CC(C)(C(=O)CSc3n[nH]c(-c4ccccc4Cl)n3)OC2=O)C(=O)O1 (configuration not stated)
2. Cc1cc(C)n2nc(SCC#N)nc2n1
3. CCOC(=O)N1CCN(C(=O)CN(Cc2ccccc2)S(=O)(=O)c2ccc(OC)c(C)c2)CC1
4. CC1CCC(C(=O)NC(C(=O)NCCN2CCC(C)CC2)C(C)C)CC1 (configuration not stated)
5. O=C(C1CCCO1)N1CCc2ccccc21 (configuration not stated)
6. COCCn1c(SCC(=O)Nc2cccc(OC)c2)nnc1-c1ccc(Cl)cc1
7. Cc1ccccc1NC(=O)c1ccc(S(=O)(=O)N(C)C)cc1
8. Cc1c(C(=O)N2CCN(c3ccc(F)cc3)CC2)sc2nc(-c3ccccc3)cn12

entry no.,1,2,3,4,5,6,7,8
ROCK2 inh,-4,4,8,3,3,1,4,5
DUSP1 inh,2,-1,0,4,-1,7,1,23
JNK3 inh,2,1,-5,-3,4,-4,4,3
PKA inh,9,5,11,8,5,-4,6,6
Cdc25B inh,-10,0,-28,-13,4,-3,-7,-22
HEK293 NFkB inh,-6,-6,-5,15,1,21,9,4
MMP-13 inhibitor,6,-4,-3,2,-2,-2,0,-3
Jurkat tox 60K,3,-7,-7,-1,-8,5,-13,-5
TNAP act mid DEA,0.8,1,1,1,0.9,0.8,0.9,1

Three entries from above, arranged by the number in Cdc25B inh, high to low.
no. | molecule | ROCK2 inh | DUSP1 inh | JNK3 inh | PKA inh | Cdc25B inh | HEK293 NFkB inh | MMP-13 inhibitor | TNAP act mid DEA
4 | CC1CCC(C(=O)NC(C(=O)NCCN2CCC(C)CC2)C(C)C)CC1 (configuration not stated) | 3 | 4 | -3 | 8 | -13 | 15 | 2 | 1
8 | Cc1c(C(=O)N2CCN(c3ccc(F)cc3)CC2)sc2nc(-c3ccccc3)cn12 | 5 | 23 | 3 | 6 | -22 | 4 | -3 | 1
3 | CCOC(=O)N1CCN(C(=O)CN(Cc2ccccc2)S(=O)(=O)c2ccc(OC)c(C)c2)CC1 | 8 | 0 | -5 | 11 | -28 | -5 | -3 | 1

Next section:
9. c1ccc2c(c1)nc1n2CCN1CCNC1CCCCC1
10. Cc1cc(OCC(=O)NCCO)cc(C)c1Cl
11. O=C(Cn1cnc2ccccc2c1=O)N1CCN(Cc2ccccc2)CC1
12. CCOc1ccccc1NC(=O)CC1NCCNC1=O (configuration not stated)
13. Nc1nc(SCC(=O)c2ccc(Oc3ccccc3)cc2)n[nH]1
14. CCN1CCc2c(C#N)c(NCc3ccccc3)nc(NCCO)c2C1
15. COC(=O)N1CC(c2ccccc2)CC1=O (configuration not stated)
16. O=C(CN1CCN(c2ccc(F)cc2)CC1)Nc1cccc(C(F)(F)F)c1

entry no.,9,10,11,12,13,14,15,16
ROCK2 inh,4,-2,4,0,10,-1,7,0
DUSP1 inh,8,-6,-11,-1,3,-26,-13,11
JNK3 inh,4,3,6,4,-2,-2,-2,-13
PKA inh,8,6,2,0,11,3,9,2
Cdc25B inh,-4,-12,2,-3,-4,4,-13,-19
HEK293 NFkB inh,18,2,11,15,7,nt,9,1
MMP-13 inhibitor,8,3,-1,1,3,-68[fluorescence artefact?],-4,3
Jurkat tox 60K,2,4,6,5,5,nt,-6,1
TNAP act mid DEA,1,0.8,0.9,0.8,1,1,0.9,0.9

17. CCc1nc(SCCO)c2oc3ccccc3c2n1
18. Cc1cccc(Cn2c(=O)c3c(nc4n3CCN4Cc3ccco3)n(C)c2=O)c1
19. O=C(c1cnccn1)N(c1ccccc1)C1(C(=O)NC2CCCC2)CCCCC1
20. Cc1nn(C)c(C)c1S(=O)(=O)N(CC(=O)Nc1nccs1)c1ccc(C(C)C)cc1
21. Cc1ccc(C2=CC(c3ccc(N(C)C)cc3)n3nnnc3N2)cc1 (configuration not stated)
22. Cc1ccc(N(C(C)C(=O)N2CCC(C)CC2)S(C)(=O)=O)cc1C (configuration not stated)
23. O=C(O)C1CCCCC1C(=O)NCCCc1ccccc1 (configuration not stated)
24. O=C(C1CCN(S(=O)(=O)c2cccc3cccnc23)CC1)N1CCc2ccccc21

entry no.,17,18,19,20,21,22,23,24
ROCK2 inh,-5,1,nt,-4,-1,2,-2,3
DUSP1 inh,-33,4,8,9,10,3,1,4
JNK3 inh,5,-2,nt,-5,0,-1,-2,-1
PKA inh,2,4,5,-9,6,8,-2,7
Cdc25B inh,1,-15,-10,-1,0,-7,-20,-2
HEK293 NFkB inh,-1,29,20,4,12,21,-7,2
MMP-13 inhibitor,-7,-2,3,-4,-16,6,2,2
Jurkat tox 60K,-8,2,nt,8,5,6,1,0
TNAP act mid DEA,1,1,0.9,0.9,1,1,0.9,1

25. O=C(CCNS(=O)(=O)c1ccc2c(c1)CCC(=O)N2)NCc1ccc2c(c1)OCO2
26. COc1ccc(-n2nnc3c(=O)n(CC(=O)N4CCCc5ccccc54)cnc32)cc1
27. Cc1ccccc1S(=O)(=O)Cc1ccc(C(=O)NCCCN2CCN(C)CC2)o1
28. COc1ccc(N2CCC(CNC(=O)Nc3ccc(OC)cc3OC)C2)cc1 (configuration not stated)
29. COc1cccc(Nc2nc(=O)[nH]nc2C)c1
30. Cc1ccc(OCCCC(=O)Nc2ccc(S(=O)(=O)Nc3cc(C)on3)cc2)cc1
31. COc1ccc(-c2nnc(SCc3ccccc3F)o2)cc1OC
32. COC(=O)c1[nH]c2cccc(OC)c2c1NC(=O)CCN1CCN(c2ccccc2F)CC1

entry no.,25,26,27,28,29,30,31,32
ROCK2 inh,4,4,6,2,-4,nt,2,6
DUSP1 inh,-2,10,17,1,-9,15,24,-5
JNK3 inh,2,6,7,-17,-4,nt,2,-6
PKA inh,10,7,5,3,-5,-3,4,4
Cdc25B inh,9,-18,-7,0,-12,-7,-6,8
HEK293 NFkB inh,8,-3,10,-11,11,12,3,9
MMP-13 inhibitor,2,0,-5,4,1,2,-2,-22
Jurkat tox 60K,2,0,-8,-4,-4,nt,7,4
TNAP act mid DEA,0.9,0.9,0.9,1,0.9,0.9,0.9,1

33. COCCn1c(-c2cc(OC)c(OC)c(OC)c2)nc2oc3ccccc3c(=O)c2c1=O
34. CC(=O)NCc1cn2c(C)csc2n1
35. CC(=O)Oc1ccc2c(C)cc(=O)[nH]c2c1
36. COc1ccc(CNCC(=O)Nc2cc(C)nn2-c2nc(C)cc(C)n2)cc1OC
37. O=C(c1cc(-c2cccs2)on1)N1CCN(c2ccc(F)cc2)CC1
38. Cc1nc(N2CCCC2C(=O)O)c2oc3ccccc3c2n1 (configuration not stated)
39. COC(=O)C1=C(C)N(C)C(C)=C(C(=O)OC)C1c1ccncc1
40. Cc1ccc2nc(-c3cccc(S(=O)(=O)N(C)C)c3)cn2c1

entry no.,33,34,35,36,37,38,39,40
ROCK2 inh,-4,5,0,nt,8,2,10,5
DUSP1 inh,15,-9,-15,-5,5,-21,1,-13
JNK3 inh,2,0,-4,nt,0,5,-4,-3
PKA inh,2,5,-5,7,4,3,10,3
Cdc25B inh,4,-16,-27,-17,-11,-13,-14,4
HEK293 NFkB inh,-21,6,nt,9,0,2,8,-18
MMP-13 inhibitor,-1,1,-52,3,0,1,6,-8
Jurkat tox 60K,8,-5,nt,nt,4,-6,-7,-2
TNAP act mid DEA,0.9,0.9,0.9,0.9,0.9,0.9,0.9,0.9

41. CC(=O)c1ccc(S(=O)(=O)N(Cc2cc3cc4c(cc3[nH]c2=O)OCCO4)CC2CCCO2)cc1 (configuration not stated)
42. CC(C)c1cc(C(=O)Nc2cccc(Cl)c2)no1
43. S=C(N=Nc1ccccc1)NNc1ccccc1
44. Fc1ccccc1N1CCN(Cc2nc(-c3ccccc3)no2)CC1
45. CCOC(=O)c1ccc(N2CSC3=C(C#N)C(c4cccs4)CC(=O)N3C2)cc1 (configuration not stated)
46. O=C(Nc1cccnc1)c1c(O)c2cccc3c2n(c1=O)CC3
47. Cn1c[n+](C)cc1/C=N/O
48. O=C(c1cc2c(=O)n3ccccc3nc2s1)N1CCOCC1
49. CCn1c(COc2ccc(Cl)cc2)nnc1SCc1ccc(C#N)cc1
50. CCn1c(=O)cc(NC2=NCC(C)CN2c2cccc(Cl)c2)n(C)c1=O (configuration not stated)

entry no.,41,42,43,44,45,46,47,48,49,50
ROCK2 inh,-9,-2,1,4,0,-4,10,1,-2,4
DUSP1 inh,4,-5,-12,-1,3,11,-34,6,5,16
JNK3 inh,-2,-2,7,0,12,-2,13,2,-4,4
PKA inh,3,5,0,4,3,7,4,0,-1,14
Cdc25B inh,1,-10,-16,1,-10,2,-17,-15,-18,-18
HEK293 NFkB inh,2,-41,nt,10,3,11,nt,-14,7,3
MMP-13 inhibitor,-1,-2,3,2,3,2,0,-186[fluorescence artefact?],-2,-3
Jurkat tox 60K,3,2,nt,5,-2,5,nt,-2,9,-1
TNAP act mid DEA,0.9,0.9,0.9,0.9,0.9,0.9,0.9,0.9,0.9,0.9

Grouped by structure: the entries above with an aryl methoxy group.
3. CCOC(=O)N1CCN(C(=O)CN(Cc2ccccc2)S(=O)(=O)c2ccc(OC)c(C)c2)CC1
6. COCCn1c(SCC(=O)Nc2cccc(OC)c2)nnc1-c1ccc(Cl)cc1
26. COc1ccc(-n2nnc3c(=O)n(CC(=O)N4CCCc5ccccc54)cnc32)cc1
28. COc1ccc(N2CCC(CNC(=O)Nc3ccc(OC)cc3OC)C2)cc1 (configuration not stated)
29. COc1cccc(Nc2nc(=O)[nH]nc2C)c1
31. COc1ccc(-c2nnc(SCc3ccccc3F)o2)cc1OC
32. COC(=O)c1[nH]c2cccc(OC)c2c1NC(=O)CCN1CCN(c2ccccc2F)CC1
33. COCCn1c(-c2cc(OC)c(OC)c(OC)c2)nc2oc3ccccc3c(=O)c2c1=O
36. COc1ccc(CNCC(=O)Nc2cc(C)nn2-c2nc(C)cc(C)n2)cc1OC

entry no.,3,6,26,28,29,31,32,33,36
ROCK2 inh,8,1,4,2,-4,2,6,-4,nt
DUSP1 inh,0,7,10,1,-9,24,-5,15,-5
JNK3 inh,-5,-4,6,-17,-4,2,-6,2,nt
PKA inh,11,-4,7,3,-5,4,4,2,7
Cdc25B inh,-28,-3,-18,0,-12,-6,8,4,-17
HEK293 NFkB inh,-5,21,-3,-11,11,3,9,-21,9
MMP-13 inhibitor,-3,-2,0,4,1,-2,-22,-1,3
Jurkat tox 60K,-7,5,0,-4,-4,7,4,8,nt
TNAP act mid DEA,1,0.8,0.9,1,0.9,0.9,1,0.9,0.9
